PLK1 PBD inh: qHTS for Inhibitors of PLK1-PDB (polo-like kinase 1 - polo-box domain): Primary Screen | Plk1 PBD binding of FITC phosphopeptide, fluorescence polarization | Potency, µM, for inactives: max response, negative = inhibition, usual class: inhibitors | hit rate 2.8% among 360,000; also: potency is read from the fitted curve at half-maximal effect; series mostly up to about 57 µM; % is scaled to controls: 0 for no effect and ±100 for the full control effect; nearly all actives have a fitted effect of over 65% in size
Target sequence (P53350 whole entry, looked up, the tested form may be a part): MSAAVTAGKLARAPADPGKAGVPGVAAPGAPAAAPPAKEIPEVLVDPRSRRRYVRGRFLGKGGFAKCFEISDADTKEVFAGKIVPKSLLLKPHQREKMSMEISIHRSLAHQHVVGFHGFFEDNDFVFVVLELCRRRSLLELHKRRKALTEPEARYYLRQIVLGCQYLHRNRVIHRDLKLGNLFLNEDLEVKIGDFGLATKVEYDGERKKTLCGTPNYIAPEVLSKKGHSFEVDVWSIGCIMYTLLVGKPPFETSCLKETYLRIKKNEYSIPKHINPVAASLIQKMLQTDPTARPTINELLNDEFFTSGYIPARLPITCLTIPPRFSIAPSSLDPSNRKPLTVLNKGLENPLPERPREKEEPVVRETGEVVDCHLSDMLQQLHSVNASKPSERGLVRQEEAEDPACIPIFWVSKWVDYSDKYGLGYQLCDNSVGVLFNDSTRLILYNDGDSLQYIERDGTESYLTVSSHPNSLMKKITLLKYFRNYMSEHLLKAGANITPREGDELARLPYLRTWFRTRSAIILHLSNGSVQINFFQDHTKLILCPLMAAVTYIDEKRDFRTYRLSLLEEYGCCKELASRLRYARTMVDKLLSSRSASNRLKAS
FUS yeast rescue: qHTS for Suppressors of FUS Proteinopathy: Primary screen using FUS-linked yeast assay; hit rate 0.24% among 390,000; S. cerevisiae FUS-expressing, growth rescue, OD600, 24 h; Potency, µM (series often up to 76.6 µM), inactives show top-dose growth rescue (activation), usual class: activators;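 also: potency is read from the fitted curve at half-maximal effect; plate controls were DMSO vehicle for no effect and reference control for full effect; nearly all actives have a fitted effect of over 55% in size; some results filed as inactive show a strong effect at the top dose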
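FUS-expressing yeast, raffinose-pregrown, induced in 2% galactose minimal medium at OD 0.005; compounds in a dilution series, 24hr at 30C. Growth restoration read as absorbance at 600 nm. CP55940 positive control, DMSO negative.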
IL2 activator: qHTS of IL-2 Activators. IL-2 activation reporter assay, cell-based qHTS; stimulated with anti-CD3/CD4/CD28 beads; in transgenic mouse T cells. activation, % (series mostly up to about 46 µM). hit rate 0.065% among 360,000. AID 652025, 2013; in the data active = activation above about 50%; inconclusive = mostly about 30% to 49%; also: 0% is about no effect
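Using fluorescent plate cytometry, EGFP and DsRed are detected in transgenic mouse T cells stimulated 18 h at 37 degrees C with antibody-coated beads after 60 min compound pretreatment.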
PI5P4Ka inh: qHTS for Inhibitors of phosphatidylinositol 5-phosphate 4-kinase (PI5P4K). AID 652105, 2013. Phosphatidylinositol 5-phosphate 4-kinase type-2 alpha (Homo sapiens), P48426. PI5P4Kalpha enzyme, ADP-Glo luminescence, 60 min; hits give low values. max response, %. hit rate 1.2% among 330,000; active = max response of -50% or lower; inconclusive = between -30% and -50%; inactive = -30% or higher; also: value at the top dose of about 77 µM; % is scaled to controls: 0 for no effect and ±100 for the full control effect
Target sequence (P48426 whole entry, looked up): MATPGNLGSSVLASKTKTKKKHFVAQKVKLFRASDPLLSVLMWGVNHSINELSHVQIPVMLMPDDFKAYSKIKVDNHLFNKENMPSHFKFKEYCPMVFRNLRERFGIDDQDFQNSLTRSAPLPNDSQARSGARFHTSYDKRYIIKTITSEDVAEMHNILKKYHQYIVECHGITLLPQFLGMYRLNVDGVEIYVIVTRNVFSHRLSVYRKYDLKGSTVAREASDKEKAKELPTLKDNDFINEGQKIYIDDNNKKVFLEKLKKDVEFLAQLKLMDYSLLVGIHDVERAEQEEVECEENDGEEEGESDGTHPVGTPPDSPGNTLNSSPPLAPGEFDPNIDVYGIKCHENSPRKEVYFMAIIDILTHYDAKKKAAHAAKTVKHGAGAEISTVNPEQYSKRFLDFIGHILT
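Enzyme plus substrate dispensed, test compounds pinned in, then ATP (5 microM final) added. After 60 min at RT, ADP-Glo reagent 1 for 45 min and reagent 2 for 30 min preceded luminescence imaging.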
EPAC1 antagonist: qHTS for Antagonist of cAMP-regulated guanine nucleotide exchange factor 3 (EPAC1): primary screen; Rap guanine nucleotide exchange factor 3 (Homo sapiens), O95398; EPAC1 GEF assay, Rap1b-BODIPY-GDP exchange fluorescence; Potency, µM (top dose mostly 115 µM), for the others: at the top dose activity change, negative = inhibition, most hits filed as inhibitors; hit rate 0.14% among 360,000;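 also: potency is read from the fitted curve at half-maximal effect; plate controls were vehicle for no effect and positive control for full effect; nearly all actives have a fitted effect of over 50% in size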
WRN helicase inh: qHTS for Inhibitors of WRN Helicase; hit rate 0.46% among 360,000; Potency, µM (top dose mostly 114 µM), without a hit: at the top dose activity change, negative = inhibition, hits mostly inhibitors; WRN helicase unwinding, fluorescent forked duplex, kinetic; also: potency is read from the fitted curve at half-maximal effect; % is scaled to controls: 0 for no effect and ±100 for the full control effect; nearly all actives have a fitted effect of over 55% in size
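WRN at 20 nM final was preincubated with compound for 15 min at room temperature; reaction started with 100 nM forked duplex oligonucleotide carrying fluorophore and quencher plus 2 mM ATP (final). Unwinding followed kinetically by red fluorescence (ex 525/em 598 nm).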
EPAC1 agonist: qHTS for Agonist of cAMP-regulated guanine nucleotide exchange factor 3 (EPAC1): primary screen. Rap guanine nucleotide exchange factor 3 (Homo sapiens), O95398. EPAC1 agonist qHTS, biochemical assay; response scale: 100% = response to 6.5 mM cAMP. hit rate 0.073% among 360,000. Potency, µM (highest dose often 154 µM), for the others: at the highest dose activation, hits mostly activators; also: potency is read from the fitted curve at half-maximal effect; nearly all actives have a fitted effect of over 60% in size
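Nucleotide exchange assay: 100 nM EPAC1 with 250 nM Rap1B loaded with BODIPY-GDP and 50 uM GDP, room temperature. Fluorescence (480/540 nm) read every 5 min for 30 min; signal change normalized to 6.5 mM cAMP as full agonist.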
aSyn rescue: qHTS of alpha-syn Inhibitors. Yeast expressing alpha-synuclein, growth rescue, BacTiter-Glo, 24 h. hit rate 0.14% among 370,000. Potency, µM (doses to about 46.1 µM), without a hit: at the top dose growth rescue (activation), usual class: activators; also: potency is read from the fitted curve at half-maximal effect; % of control where 0% means no effect; nearly all actives have a fitted effect of over 65% in size
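Rescue of yeast growth: cells expressing toxic alpha-synuclein, induced in galactose at OD600 0.02, incubated with compound 24 h at 30 C. ATP luminescence quantified growth; inhibitors of toxicity appear as activators.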
Abeta yeast res: qHTS for compounds that reverse cellular toxicity of Amyloid beta (A-beta) peptide in yeast: Primary Screen; hit rate 0.063% among 410,000; yeast expressing A-beta42, growth rescue, OD600, 48 h; response scale: 0% DMSO, 100% iron-clioquinol control; Potency, µM (top dose mostly 46.1 µM), for the others: top-dose growth rescue, usual class: activators; AID 1347071, 2019; also: potency is read from the fitted curve at half-maximal effect; nearly all actives have a fitted effect of over 55% in size
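Growth rescue measured by 600 nm absorbance after 48 h yeast culture at 30 C with compound. Values normalized between DMSO and an equimolar ferric chloride plus clioquinol control.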
* hit, by the source's call; ? = inconclusive; . = no result given; [ ] = remark or other dose. Unless noted, calls follow the shape of the dose curve; as a rule, active = well fitted curve in the direction sought with a large enough effect; inconclusive = small, poorly fitted or top-dose-only effect, or another doubt; inactive = no such curve, though single readings can be large; an effect the other way counts as inactive or inconclusive.

compound,PLK1 PBD inh,FUS yeast rescue,IL2 activator,PI5P4Ka inh,EPAC1 antagonist,WRN helicase inh,EPAC1 agonist,aSyn rescue,Abeta yeast res
COCCN(C(=O)c1cc(CN2C(=O)c3ccccc3C2=O)ccc1OC)c1c(N)n(CC(C)C)c(=O)[nH]c1=O,2%,-8%,1.8,0,6%,5%,-5%,0%,8%
O=C(CSc1nnc(Cc2ccccc2)n1C1CCCCC1)N1CCOCC1,-7%,15%,3.1,1,0%,-1%,0%,2%,11%
CC1CN=C(Nc2cccc(S(=O)(=O)N(C)C)c2)S1 (stereo unspecified),5%,1%,2.0,-3,-10%,4%,5%,1%,11%
O=C(Nc1ccc2c(c1)nc1n2CCN(C2CCCCC2)C1)c1ccco1,?,34%,-1.3,-10,?,-6%,9%,2%,6%
O=C(CN1C(=O)COc2ccccc21)NCCN1CCOCC1,-3%,3%,-0.5,1,-18%,-26%,-1%,-3%,-13%
Cc1ccccc1-c1nc2ccccc2c(=O)n1/N=C/c1ccc([N+](=O)[O-])cc1,-18%,15%,-0.4,2,-17%,-12%,-5%,1%,-14%
CC(C)C(c1nnnn1Cc1ccc(F)cc1)N1CCN(C2CCCCC2)CC1 (stereo unspecified),-6%,24%,-0.4,2,7%,-27%[57.1 µM],-7%,-4%,-1%
COc1ccc(C2=NOC3(CC(=O)N(c4ccc(C)cc4)C3=O)C2)c(OC)c1 (stereo unspecified),-3%,6%,1.1,.,0%,-12%,0%,?,-6%
COCCOC(=O)c1c(NC(=O)CN2CCCc3ccccc32)sc(C(N)=O)c1C,1%,.,-0.9,8,8%,5%,0%,4%,3%
CCOC(=O)C1CCCC12Nc1cccc3cccc(c13)N2 (stereo unspecified),-1%,16%,-0.7,2,-17%,3%,-5%,-1%,9%
Cc1cc(O)c(CN2CCN(S(=O)(=O)c3cccs3)CC2)cc1C(C)C,1%,2%,3.1,-1,-25%,-14%,-3%,6%,-4%
O=C1CC(c2ccccc2F)C2=C(COC2=O)N1 (stereo unspecified),-7%,11%,-0.7,1,-22%,6%[57.1 µM],-1%,0%,-8%
COCCCNC(=O)C1CCC(=O)N(c2ccc3c(c2)OCO3)C1c1ccc(OC)cc1 (stereo unspecified),-4%,-30%,2.5,4,-2%,1%,9%,2%,4%
Cc1ccc(N2CCN(S(=O)(=O)c3nnc(NC(=O)c4ccco4)s3)CC2)cc1,-27%,-16%,-2.3,-23,15%,-3%[11.6 µM],-6%,0%,-19%
COc1ccc(NC(=O)Cc2coc3cc(C)ccc23)cn1,-2%,7%,-0.1,5,3%,-4%,1%,3%,1%
C=CCn1c(=O)c2c3c(sc2n2c(Nc4ccccc4)nnc12)CCCC3,-10%,30%,-2.5,-2,-5%,2%,9%,9%,-13%
Cc1ccc2nc(C)cc(C(=O)N/N=C/c3ccncc3)c2c1,3%,6%,-2.4,-1,24%,8%,12%,0%,2%
COC(=O)C1=C(N)Oc2cc(C)n(CCCn3ccnc3)c(=O)c2C1c1ccc(Cl)cc1 (stereo unspecified),-12%,-5%,-0.4,-7,8%,3%,8%,-4%,10%
CC1CCc2c(sc(NC(=O)c3ccco3)c2C(=O)O)C1 (stereo unspecified),-12%,9%,-1.6,-19,-2%,?,1%,-60%[inhibitor],-67%[inhibitor]
CC1=CC2=NC(=O)/C(=C\c3cc(C)n(-c4ccccc4)c3C)C(=N)N2O1,4%,19%,-1.7,-5,1%,-5%,4%,0%,-19%
CC(C)Oc1ccccc1-c1cc(C(=O)N/N=C/c2cccnc2)c2ccccc2n1,-5%,25%,-0.9,2,-5%,-18%,6%,1%,4%
CCC(=O)Nc1nnc(C)s1,-7%,.,-2.8,0,-12%,-16%,-16%,-7%,0%
O=C(CCNC(=O)N1CC(=O)Nc2ccccc21)NCc1ccccc1Cl,1%,-51%,-2.5,3,-7%,15%,-13%,2%,-5%
CC1=C(C(=O)Nc2ccccc2)C(c2ccc(C)o2)n2ncnc2N1 (stereo unspecified),-8%,-4%,-0.4,-6,4%,12%,-1%,-3%,-22%
Cc1cc(Br)c(NC(=O)Cn2c([N+](=O)[O-])cnc2C)cc1C,-11%,33%,-2.8,-7,-7%,2%,-8%,-3%,-2%
Clc1ccc(-c2noc(CN(Cc3ccccn3)CC3CCCO3)n2)cc1 (stereo unspecified),-4%,17%,-4.1,4,1%,-1%,-5%,2%,0%
COc1ccc(C(=O)OCC(=O)NCC2CCCCC2)cc1F,-11%,8%,1.1,3,18%,4%,-2%,-5%,-13%
Cc1ccc(OCCn2cc(/C=C/C(=O)O)c3ccccc32)cc1,-22%,22%,-2.4,-6,20%,12%[57.1 µM],-4%,8%,-33%[inhibitor]
CN(C(=O)COC(=O)CCc1c[nH]c2ccccc12)c1ccccc1,-7%,6%,-1.4,11,-15%,0%,0%,13%,?
COC(=O)c1ccc(NC(=O)Nc2ccc(F)cc2)cc1,-1%,-18%,-0.6,8,-1%,0%,-6%,-6%,-11%

3 of the entries above in order of their number in EPAC1 antagonist, largest number first.
compound	PLK1 PBD inh	FUS yeast rescue	IL2 activator	PI5P4Ka inh	EPAC1 antagonist	WRN helicase inh
CC1=CC2=NC(=O)/C(=C\c3cc(C)n(-c4ccccc4)c3C)C(=N)N2O1	4%	19%	-1.7	-5	1%	-5%
COC(=O)c1ccc(NC(=O)Nc2ccc(F)cc2)cc1	-1%	-18%	-0.6	8	-1%	0%
CN(C(=O)COC(=O)CCc1c[nH]c2ccccc12)c1ccccc1	-7%	6%	-1.4	11	-15%	0%

The list goes on:
compound,PLK1 PBD inh,FUS yeast rescue,IL2 activator,PI5P4Ka inh,EPAC1 antagonist,WRN helicase inh,EPAC1 agonist,aSyn rescue,Abeta yeast res
O=C(OCC(=O)N1CCCc2ccccc21)c1c(F)cccc1F,-8%,5%,-3.3,0,-6%,-4%,6%,0%,14%
COc1cc2[nH]c(=S)nc(NCCCOC(C)C)c2cc1OC,-10%,2%,-2.8,1,0%,-25%,5%,-3%,-9%
CCCCCCOC(=O)C[N+](C)(C)CCOC1CC2CCC1(C)C2(C)C (stereo unspecified),-2%,1%,-2.2,.,-7%,-7%,1%,-6%,-16%
COc1cccc(/C=C2\CCC(C3CCCC3)C2=O)c1 (stereo unspecified),-13%,18%,-4.7,6,-8%,-18%,10%,12%,-4%
CCOC(=O)c1sc(=S)n2c1[nH]c(=O)c1ccc(C(=O)OC)cc12,6.7µM*,-4%,4.2,-53*,-5%,-20%,-5%,-23%,4%
O=C(NCc1ccccn1)C1CCCN(S(=O)(=O)c2ccccc2)C1 (stereo unspecified),-3%,18%,-3.3,.,9%,-16%[57.1 µM],-3%,-3%,-7%
Oc1c(Cl)cc(Oc2cc(Cl)c(O)c(CN3CCOCC3)c2)cc1CN1CCOCC1,-8%,4%,0.2,2,-6%,-3%,18%,1%,-22%
COc1ccc(C)cc1NC(=O)CSc1nc2ccccc2nc1N1CC(C)OC(C)C1 (stereo unspecified),-10%,37%,-4.3,5,-8%,-4%,-3%,7%,-12%
COC(=O)C1=CN(Cc2ccccc2)C=C(C(=O)OC)C1c1cc(F)ccc1F,4%,28%,-3.6,-3,-10%,-3%,1%,3%,3%
CCSC1=C(C#N)C(c2cccs2)C(C(=O)OC)=C(C)N1 (stereo unspecified),-3%,.,0.2,-1,-23%,-6%,2%,0%,-31%[inhibitor]
O=c1oc2ccc3ccccc3c2c2c1SC(C(F)(F)F)C2 (stereo unspecified),-8%,-1%,2.1,-7,-5%,-5%,-3%,-19%,-8%
Cc1ccc(-c2c(C#N)c(N)n(-c3ccc(Cl)cc3)c(=O)c2C#N)cc1,4%,-16%,0.1,-7,-13%,3%,-1%,3%,-4%
OC(COCc1ccc(Cl)cc1)CN1CCCCC1 (stereo unspecified),-7%,-16%,1.1,0,?,3%,-2%,-5%,-6%
O=C(Nc1ccc(Cl)cc1)N1CCc2[nH]c3ccccc3c2C1,-12%,9%,3.3,7,?,?,7%,-23%,20%
Cc1ccccc1S(=O)(=O)Cc1ccc(C(=O)NCCN(Cc2ccccc2)C(C)C)o1,-14%,-15%,0.0,1,-16%,1%,-2%,-2%,-3%
NC(=O)N1CCN(CCCN2c3ccccc3Sc3cc(Cl)ccc32)CC1,-3%,15%,-4.1,-3,-8%,14%,7%,21%,-6%
O=C(COC(=O)C1CCC(=O)N1)Nc1ccccc1Br (stereo unspecified),21µM*,17%,4.2,-24,10%,6%,-8%,2%,-2%
O=[N+]([O-])c1ccc2nc(NN=Cc3ccc(O)cc3)sc2c1,-3%,6%,-1.0,-29,-10%,-9%,14%,4%,0%

Source: PubChem BioAssay

Hits appear at their usual frequency. Share with any hit: about 4.1%.
